From PubChem
Abeta rescue: A-beta toxicity reversal in yeast; yeast expressing A-beta42, growth rescue, OD600, 48 h; response scale: 0% DMSO, 100% iron-clioquinol control; Potency, µM (top dose mostly 46.1 µM), inactives show top-dose growth rescue, most hits filed as activators; 410,000 tested, 0.063% active; note: potency is the fitted concentration of half-maximal effect; nearly all actives have a fitted effect of over 55% in size
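Yeast growth medium received pinned compounds, then yeast cells expressing toxic A-beta were added; plates incubated at 30 C for 48 hr. Growth read as absorbance at 600 nm, normalized to DMSO and equimolar FeCl3 plus clioquinol controls.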
GLP-1R inv ag: acts as inverse agonist at human GLP-1 receptor | P43220 | HEK293 GLP-1R CRE-luciferase, luminescence, 24 h; GLP-1R form is constitutively active | Potency, µM (titrated, usually from 38.3 µM), inactives show at the top dose activity change, negative = inhibition, actives largely listed as inhibitors | 410,000 tested, 1.6% active; note: potency is the fitted concentration of half-maximal effect; % is set by controls: 0 for no effect and ±100 for the full control effect; nearly all actives have a fitted effect of over 55% in size
Target sequence (P43220 whole entry, looked up): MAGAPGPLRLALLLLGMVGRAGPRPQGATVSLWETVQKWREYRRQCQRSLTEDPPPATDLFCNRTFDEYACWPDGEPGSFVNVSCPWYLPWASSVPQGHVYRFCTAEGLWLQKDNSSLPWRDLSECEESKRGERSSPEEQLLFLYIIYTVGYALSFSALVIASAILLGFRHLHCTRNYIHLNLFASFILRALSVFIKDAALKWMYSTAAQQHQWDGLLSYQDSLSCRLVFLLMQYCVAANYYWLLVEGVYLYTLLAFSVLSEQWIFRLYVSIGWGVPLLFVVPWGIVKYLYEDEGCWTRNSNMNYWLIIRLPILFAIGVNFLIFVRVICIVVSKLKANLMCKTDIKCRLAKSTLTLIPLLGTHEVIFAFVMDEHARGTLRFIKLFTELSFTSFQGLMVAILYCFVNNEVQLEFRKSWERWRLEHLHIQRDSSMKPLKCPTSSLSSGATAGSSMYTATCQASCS
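qHTS in 1536-well format: reporter HEK293 cells expressing constitutive GLP-1R activity in DMEM + 10% Nu serum, 24 hr with compounds at 37 deg C, luminescence read after 12 min with detection reagent.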
pAkt inh: Akt phosphorylation inhibition | Neuro2A IGF-stimulated pAkt S473 HTRF, 20 min; active compounds read low | activity change, % for hits at 50 µM | 360,000 tested, 0.32% active | AID 651550; in the data active = activity change below about -80%; inconclusive = mostly about -51% to -80%; note: % is set by controls: 0 for no effect and ±100 for the full control effect
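Neuro2A cells in DMEM with 0.5% FBS, overnight at 37 deg C, given compound at single 50 µM final, then IGF (6 nM final) for 20 min at 37 deg C. Lysed; phospho-Akt Ser473 by HTRF after 24 h, 665/615 ratio.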
GLP1R ag: GLP-1 receptor (human) agonism; HEK293 GLP-1R CRE-luciferase, luminescence, 4-6 h; cells express a hypersensitive GLP-1R form; Potency, µM (doses to about 45.6 µM), for inactives: at the highest dose activation, actives largely listed as activators; 380,000 tested, 0.007% active; note: potency is the fitted concentration of half-maximal effect; % of control where 0% means no effect
PTHR1 agonist: agonists of human PTHR1 parathyroid hormone receptor. Q03431. HEK293 GP2 PTHR1 cells, GloSensor cAMP luminescence, 1 h. Potency, µM (titrated, usually from 115 µM), without a hit: at the highest dose activation, actives largely listed as activators. 410,000 tested, 0.075% active. AID 743266; note: potency is the fitted concentration of half-maximal effect; nearly all actives have a fitted effect of over 55% in size; some results filed as inactive show a strong effect at the top dose; inactives centre near -15; many of its hits are not listed in these tables
Target sequence (Q03431 whole entry, looked up): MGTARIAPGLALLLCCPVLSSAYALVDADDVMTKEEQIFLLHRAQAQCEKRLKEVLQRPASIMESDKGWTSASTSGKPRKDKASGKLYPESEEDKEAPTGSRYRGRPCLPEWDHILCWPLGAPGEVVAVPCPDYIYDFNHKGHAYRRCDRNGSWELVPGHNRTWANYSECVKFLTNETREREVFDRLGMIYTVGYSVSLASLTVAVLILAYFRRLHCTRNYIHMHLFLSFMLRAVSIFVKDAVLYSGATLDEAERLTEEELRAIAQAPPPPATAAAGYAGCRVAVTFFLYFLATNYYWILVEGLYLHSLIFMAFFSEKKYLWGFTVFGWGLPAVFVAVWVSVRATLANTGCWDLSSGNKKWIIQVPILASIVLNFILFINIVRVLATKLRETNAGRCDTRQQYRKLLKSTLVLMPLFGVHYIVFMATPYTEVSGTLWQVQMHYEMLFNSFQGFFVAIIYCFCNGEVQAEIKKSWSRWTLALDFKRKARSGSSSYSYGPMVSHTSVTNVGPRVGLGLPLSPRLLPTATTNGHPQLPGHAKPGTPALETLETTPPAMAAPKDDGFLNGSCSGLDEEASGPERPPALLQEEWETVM
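HEK-293-derived GP2 cells expressing PTHR1 and a GloSensor cAMP reporter, 3,000/well, plated overnight, given luciferin plus IBMX (each 0.5 mM as added) for 1 h at 37 °C, then compound for 1 h at 37 °C. Luminescence was read after 15 min at room temperature.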
aSyn rescue: inhibitors of alpha-synuclein toxicity in yeast. 370,000 tested, 0.14% active. Potency, µM (highest dose often 46.1 µM), for inactives: at the top dose growth rescue (activation), most hits filed as activators. Yeast expressing alpha-synuclein, growth rescue, BacTiter-Glo, 24 h; note: potency is the fitted concentration of half-maximal effect; % of control where 0% means no effect; nearly all actives have a fitted effect of over 65% in size
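Galactose-induced alpha-syn yeast (OD600=0.02, raffinose-pregrown) + pinned cpd, 24 hr, 30 deg C; growth by BacTiter-Glo luminescence. Growth restoration scores as activation.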
FUS yeast rescue: rescues growth of FUS-expressing yeast | Potency, µM (series often up to 76.6 µM), inactives show at the highest dose growth rescue (activation), actives largely listed as activators | 390,000 tested, 0.24% active | AID 1347120 | S. cerevisiae FUS-expressing, growth rescue, OD600, 24 h;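 note: potency is the fitted concentration of half-maximal effect; plate controls were DMSO vehicle for no effect and reference control for full effect; nearly all actives have a fitted effect of over 55% in size; some results filed as inactive show a strong effect at the top dose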
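Quantitative HTS measuring growth restoration of FUS-toxic yeast. Galactose-induced cells (OD 0.005) were exposed 24hr at 30C to compounds at several concentrations, then absorbance at 600 nm was recorded.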
TDP-43 yeast inh: TDP-43 toxicity inhibition in yeast; TDP-43 expressing yeast growth rescue, BacTiter-Glo, 24 h; Potency, µM (titrated, usually from 46.1 µM), inactives show at the top dose growth rescue (activation), usual class: activators; 410,000 tested, 1.8% active; AID 652104; note: potency is the fitted concentration of half-maximal effect; % of control where 0% means no effect; nearly all actives have a fitted effect of over 50% in size
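Luminescence from BacTiter-Glo reports growth of TDP-43-expressing yeast after 24 hr at 30 deg C with compound. Cells were raffinose-pregrown to mid-log, then seeded in galactose medium at OD600=0.02.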
DRD3 antagonist: blocks the human D3 dopamine receptor; P35462; D3R cells, DiscoveRx beta-arrestin luminescence, antagonist mode; active compounds read low; max response, negative = inhibition, %; 360,000 tested, 2.5% active; AID 652054; in the data active = max response below about -50%; inconclusive = no clear call, values can overlap the other calls; note: % is set by controls: 0 for no effect and ±100 for the full control effect; mostly tested at two doses, the higher about 12 µM
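Cells expressing the human receptor were seeded at 1500 cells/well, incubated overnight at 37 degrees C in 5% CO2, then exposed to library compounds with dopamine controls for 90 minutes at 37 degrees C before luminescent detection.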
* marks the source's active call; other numbers are inactive results; i = inactive; ? = inconclusive; / = no result given; [ ] = remark or other dose. Unless noted, calls come from the whole dose curve; as a rule, active = well fitted curve in the direction sought with a large enough effect; inconclusive = small, poorly fitted or top-dose-only effect, or another doubt; inactive = no such curve, though single readings can be large; an effect the other way counts as inactive or inconclusive.

SMILES	Abeta rescue	GLP-1R inv ag	pAkt inh	GLP1R ag	PTHR1 agonist	aSyn rescue	FUS yeast rescue	TDP-43 yeast inh	DRD3 antagonist
CCN(CC)CCCNC(=O)Cn1c(-c2cccs2)cc2cc(Cl)ccc21	13%	?	/	/	?	/	7%	1%	/
Cc1ccc(CN(CC(=O)NCCc2ccccc2)C(=O)CCCC(=O)Nc2cc(C)on2)cc1	0%	47%[activator]	i	0%	i	0%	11%	12%	-23
OCCC1CN(Cc2ccccc2-c2ccco2)CCN1C1CCCC1 (stereo unspecified)	13%	-30%	i	7%	4%	-3%	-4%	5%	-17
CCc1ccc(-n2nc(C)c3c(C)cc(=O)n(CC(=O)Nc4ccc(OC)c(OC)c4)c32)cc1	-11%	-21%	/	/	-4%	/	-1%	9%	/
Cn1cc(CN2CCN(c3ccc(Cl)cn3)CC2)c(-c2ccccc2F)n1	?	?	i	9%	-10%	7%	-3%	5%	-10
O=S1(=O)C=C(SCc2ccccc2)Nc2ccccc21	19%	?	i	-4%	i	-7%	-7%	12%	-7
CCNC(=S)Nc1ccc2c(c1)c(=O)n(C)n2-c1cc(C)cc(C)c1	-18%	-23%	i	-3%	i	-21%	22%	?	-27
Cc1ccc(CNc2nc3ccc(C)cc3n3cnnc23)cc1	14%	83%[activator]	i	36%	-16%	1%	-14%	8%	7
CCCCC[C@@H]1[C@@H]2C(=C(OCC)C[C@@H]3C(=O)N(c4ccccc4)C(=O)[C@H]23)[C@H](c2ccccc2)N1S(=O)(=O)c1ccc(C)cc1	-6%	21%	i	-2%	i	1%	22%	1%	14
COc1ccc(CCC(=O)Nc2nnc(C)s2)cc1	-11%	5%	i	7%	i	-1%	16%	-10%	-5
COCCn1c(SCC(=O)NCc2ccco2)nc2cccnc21	0%	50%[activator]	i	1%	i	6%	-5%	-12%	18
CCOC(=O)Cn1nc(C)c(NC(=O)COc2ccc(Cl)cc2C)c1C	-1%	-26%	/	/	-39%[inhibitor]	/	8%	15%	/
Cc1ccc(C(=O)NCC(c2ccc3c(c2)OCO3)N2CCN(C)CC2)cc1C (stereo unspecified)	8%	-6%	/	/	-16%	/	-5%	11%	/
Cc1cc(C)c(OCCCCN(C)C)c(Br)c1	-3%	?	i	-3%	-13%	-4%	2%	7%[9.22 µM]	-15
CCCCCCc1ccc(OCC(=O)O)cc1OCC(=O)O	-14%	-6%	i	5%	i	0%	1%	4%	-1
CCN(C(=O)COC(=O)CCC(=O)c1ccc(Cl)cc1)c1c(N)n(Cc2ccccc2)c(=O)[nH]c1=O	1%	-14%	i	-5%	i	0%	6%	3%	1
C=CCOc1ccc(C=Nc2ccc(OC)cc2)c(O)c1	-5%	?	i	11%	-21%	3%	-8%	-25%	7
Cc1cc(NCc2ccccc2)nc(N2CCOCC2)n1	5%	-8%	-113%*	1%	i	-1%	4%	19%	28
N#CC12CCCCC1CC1CCCCC1(C#N)N2N (stereo unspecified)	-5%	19%	i	-1%	-22%	-2%	-16%	10%	0
COCCNC(=O)C1CCN(C(=O)c2cc3sccc3n2Cc2ccc(F)cc2)CC1	5%	5%	i	1%	-33%[inhibitor]	1%	30%	14%	31
COc1ccc(-c2cc3c(=O)n(CC(=O)Nc4ccc(Cl)cc4)ncn3n2)cc1	10%	1%	i	0%	-18%	-7%	-11%	12%	-13
COc1ccc(N2CCN(C(=O)COC(=O)CNC(=O)c3ccc(Cl)cc3Cl)CC2)cc1	7%	16%	i	1%	-22%	0%	19%	19%	-19
CS(=O)(=O)N(CC(=O)N1CCCCCC1)c1cccc(Br)c1	3%	0%	i	-5%	?	4%	19%	8%	22
O=C(C1CC=CCC1)N1CCCCCC1 (stereo unspecified)	1%	2%	i	-2%	i	1%	-6%	0%	23
O=c1cc(CO)oc(C(Nc2ccccn2)c2ccccc2Cl)c1O (stereo unspecified)	3%	12%	i	10%	5%	-9%	17%	-9%[1.82 µM]	5
Cc1cccc(-c2nc3c(s2)CCc2onc(-c4ccc(Br)cc4)c2-3)c1	4%	8%	i	-3%	-5%	0%	-23%	-9%	5
O=C(OCc1c(F)cccc1Cl)c1cnc2ccccc2n1	-14%	17%	i	0%	16%	2%	1%	-14%	-20
O=C(c1cc(C2CC2)on1)N1CCN(c2ccc(F)cc2)CC1	2%	9%	i	3%	-30%	2%	-8%	5%	?
CC(OC(=O)c1cccs1)C(=O)NCc1ccco1 (stereo unspecified)	11%	2%	i	-6%	i	2%	-1%	11%	6
CCSc1nc2ccc(OC)cc2cc1C#N	13%	14%	i	6%	i	1%	7%	5%	?
CC(C)(CC1(C)NC(=O)NC1=O)OCc1ccccc1 (stereo unspecified)	1%	2%	i	-1%	i	-6%	/	-5%	4
O=C1NC[C@H](CCCCN2CCN(Cc3ccccc3)C(=O)C2=O)N(CCc2ccc(O)cc2)C1=O	-6%	21%	i	-4%	-6%	-6%	-12%	13%	-9
CCSc1nnc(NC(=O)C(C)(C)C)s1	10%	6%	i	1%	i	-9%	-3%	-4%	-2
O=C(COC(=O)c1ccccc1SCC(=O)N1CCCC1)NC1CCCCC1	8%	9%	i	6%	i	2%	12%	15%	18
Cc1cc(S(=O)(=O)NCCN2CCOCC2)c(C)s1	15%	-3%	i	-6%	-13%[57.5 µM]	-3%	6%	-7%	27
CC1=C(C(=O)N(C(C)C)C(C)C)CC(CC(=O)NC2CCCCC2)C(=O)N1Cc1ccc(C(C)(C)C)cc1 (stereo unspecified)	-18%	?	i	5%	-15%	-46%[inhibitor]	?	-5%	-1
Brc1ccc2nc(C3CCCCC3)c(CC3CCCCC3)n2c1	20%	?	i	0%	-28%	-1%	-9%	18%	14
CC(C)(C)C1CCc2c(sc(NC(=O)c3ccco3)c2C(N)=O)C1 (stereo unspecified)	-8%	15%	i	0%	i	0%	-9%	13%	8
Cc1ccc(N2C(=O)[C@@H]3C(c4cccnc4)=NO[C@@H]3C2=O)c(C)c1	11%	-1%	i	0%	i	8%	4%	11%	16
Cc1ccc(SCc2cc(=O)[nH]c(N3CCN(Cc4ccc5c(c4)OCO5)CC3)n2)cc1	-1%	1%	i	2%	i	4%	-3%	-13%	21
CCn1c(C)cs/c1=N\S(=O)(=O)c1ccccc1	-5%	24%	i	2%	-8%	-19%	-1%	9%	-22
Cc1cc(NC(=O)COC(=O)CCn2c(C)csc2=O)c([N+](=O)[O-])cc1C	1%	8%	i	-1%	i	7%	8%	9%	-3
CC(=O)Nc1ccc(NC(=O)c2ccc(COc3ccccc3)cc2)cc1	-17%	15%	i	4%	i	0%	-4%	6%	0
CC(C)OC(=O)c1ccc(NCc2cc(O)ccc2O)cc1Cl	2%	?	i	-5%	-21%	-13%	/	6%	-12
CCc1ccc(CNC(=O)Cn2nc(-c3ccc(C)cc3)ccc2=O)cc1	21%	-1%	/	/	-24%	/	?	?	/
Cc1ccccc1C1C(C#N)=C2N=C(N)c3ccccc3N2C2=C1C(=O)CCC2 (stereo unspecified)	2%	-10%	i	3%	-10%	-3%	30%	-4%	12
CC(=O)c1c(C)[nH]c(C(=O)OCC(=O)NCc2cccs2)c1C	-4%	5%	i	10%	-30%	-11%	/	-3%	18
OC(Cn1cncn1)c1ccc(Cl)cc1Cl (stereo unspecified)	-23%	-11%	i	3%	i	?	-16%	?	0
Cc1[nH]c2ccccc2c1C(=O)CN1CCC(C)CC1	-1%	-4%	i	-12%	i	-4%	0%	-8%	-21
CCCc1nn2c(=O)cc(COC(=O)c3ccc4c(c3)OCO4)nc2s1	-19%	12%	/	/	-9%	/	5%	22%	/
(more compounds)
SMILES	Abeta rescue	GLP-1R inv ag	pAkt inh	GLP1R ag	PTHR1 agonist	aSyn rescue	FUS yeast rescue	TDP-43 yeast inh	DRD3 antagonist
O=C(Cc1csc(N2CCOCC2)n1)N/N=C/c1ccc(F)cc1	2%	0%	i	6%	i	0%	41%	?	16
COc1ccc(-c2[nH]ncc2/C=N\NS(=O)(=O)c2ccccc2)cc1OC	23%	6%	i	-1%	i	1%	5%	22%	11
NC(=O)c1ccc(NC(=O)Cc2cccs2)cc1	-2%	15%	i	8%	i	-2%	19%	-19%[1.82 µM]	-11
CCOC(=O)C(C)Oc1cccc2c(=O)n(CC(=O)NCCc3ccc(OC)c(OC)c3)ccc12 (stereo unspecified)	5%	10%	i	6%	-24%	6%	0%	25%	-3
COc1ccc2nc(SCC(=O)Nc3ccc4[nH]c(=O)[nH]c4c3)[nH]c2c1	1%	4%	i	-2%	i	-8%	43%	5%	-2
CN1CCc2c(C#N)c(N3CCCCC3)nc(NCc3ccccc3)c2C1	-6%	-24%	i	1%	i	-2%	52%	9%	?
Cc1ccc(-c2nn(-c3cccc(F)c3)cc2CNCCc2ccncc2)o1	-3%	?	i	14%	-6%	2%	14%	-9%	0
CCOC(=O)c1c(-c2ccccc2)csc1NC(=O)/C(C#N)=C/c1ccc(OC)c(OC)c1	-6%	17%	i	-12%	i	-3%	-3%	-5%	0

3 entries picked at random from those above, as already listed:
SMILES	Abeta rescue	GLP-1R inv ag	pAkt inh	GLP1R ag	PTHR1 agonist	aSyn rescue	FUS yeast rescue	TDP-43 yeast inh	DRD3 antagonist
CCOC(=O)c1c(-c2ccccc2)csc1NC(=O)/C(C#N)=C/c1ccc(OC)c(OC)c1	-6%	17%	i	-12%	i	-3%	-3%	-5%	0
NC(=O)c1ccc(NC(=O)Cc2cccs2)cc1	-2%	15%	i	8%	i	-2%	19%	-19%[1.82 µM]	-11
CN1CCc2c(C#N)c(N3CCCCC3)nc(NCc3ccccc3)c2C1	-6%	-24%	i	1%	i	-2%	52%	9%	?

Not all compounds are listed. The share of hits here may be higher or lower than overall.
